High-throughput results deposited in PubChem BioAssay by several laboratories.
AddAB inh = growth inhibition of E. coli expressing H. pylori AddAB, primary screen, AddAB inhibitor project, absorbance. AID 435030, 2010. inhibition, % at 11.9 µM. hit rate 0.29% among 330,000; in the data active = inhibition above about 12%;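 note: 0% = vehicle wells of infected cells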
HTR5A inv ctr = HTR5A inverse agonists in luminescence cell assay, primary screen, counter-screen for OPRM1-OPRD1 heterodimer inverse agonist project, full-deck HTS; inhibition, % at 9.3 µM; AID 504634, 2011; hit rate 0.083% among 340,000; HTR5A cell line, inverse agonism; in the data active = inhibition mostly above about 23%, no sharp cut-off; inactive = mostly below about 18%;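 note: 0% = cells with DMSO and 100% = no-cell wells with DMSO; some compounds called inactive have numbers as strong as hits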
CDK5 p35 inh = inhibitors of human CDK5/p35 kinase, primary screen, biochemical, single concentration. Cyclin-dependent kinase 5 (Homo sapiens) + Cyclin-dependent kinase 5 activator 1 (Homo …. Recombinant CDK5/p35, ADP-Glo luminescence, 60 min. inhibition, % at 10 µM. hit rate 0.01% among 330,000;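 active = highest replicate inhibition of at least 50% and at least 75% of replicates reaching 50%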;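 note: plate controls were DMSO neutral control for no effect and GW8510 at 10 µM for full effect; many of its hits are not listed in these tables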
E coli growth = E. coli V3065 growth inhibition, primary screen, counter-screen for AddAB inhibitor project, absorbance, OD600; AID 449728, 2010; 18 h; hit rate 0.27% among 330,000; inhibition, % at 11.9 µM;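 active = inhibition above the campaign's mean inhibition across all tested compounds plus 3 SD, cut at about 9.9% in these data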;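 note: uninfected addAB+ strain grown without phage in ampicillin broth; 0% = DMSO wells and 100% = ciprofloxacin 0.95 µg/ml wells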
PKA-R2B activ = activators of PKA-R2B holoenzyme, primary screen, biochemical, fluorescence polarization, Cy5-IP20, human; cAMP-dependent protein kinase catalytic subunit beta (Homo sapiens) + cAMP-dependent …; PKA-R2B holoenzyme dissociation; R2B truncated from residue 108, S112A mutant; 0% DMSO only, 100% 113 µM cGMP; activation, % at 11.4 µM; hit rate 0.079% among 340,000; AID 504700, 2011;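 active = activation above a cutoff set at the mean over all compounds plus 3 SD, cut at about 18% in these data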;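 note: higher means more holoenzyme dissociation and a rise in polarization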
Target sequence (P31323 whole entry, looked up, other chains not shown, the tested form may be a part): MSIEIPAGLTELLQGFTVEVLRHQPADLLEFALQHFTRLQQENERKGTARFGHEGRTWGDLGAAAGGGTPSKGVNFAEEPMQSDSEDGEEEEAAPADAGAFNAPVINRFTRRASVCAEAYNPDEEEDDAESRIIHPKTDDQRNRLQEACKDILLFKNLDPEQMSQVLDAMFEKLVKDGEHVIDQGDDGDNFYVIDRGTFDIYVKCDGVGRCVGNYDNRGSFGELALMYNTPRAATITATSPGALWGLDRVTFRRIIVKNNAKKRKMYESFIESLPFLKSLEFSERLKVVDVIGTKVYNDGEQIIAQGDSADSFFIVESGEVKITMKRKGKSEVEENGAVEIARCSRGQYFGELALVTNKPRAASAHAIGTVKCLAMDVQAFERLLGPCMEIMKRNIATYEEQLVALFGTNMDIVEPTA
phage Ecoli inh = growth loss of phage-infected E. coli, primary screen, RecBCD inhibitor project, absorbance, with phage, HTS; inhibition, % at 11.9 µM; hit rate 0.26% among 360,000; AID 651602, 2012; in the data active = inhibition above about 11%
HTR5A ag = HTR5A agonists in luminescence cell assay, primary screen, counter-screen for OPRM1-OPRD1 heterodimer agonist project, full-deck HTS. hit rate 0.61% among 340,000. cell-based. AID 504692, 2011. activation, % at 9.3 µM. 5-hydroxytryptamine receptor 5A (Homo sapiens), P47898; in the data active = activation mostly above about 9.5%, no sharp cut-off; inactive = mostly below about 7.6%;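 note: 0% = cells with vehicle only and 100% = reference agonist; strong numbers were not always called active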
Tat export inh = E. coli Tat export inhibitors, primary screen, MC4100, TorA-mCherry reporter, fluorescence, single point; inhibition, % at 10 µM; AID 488895, 2010; hit rate 0.036% among 340,000;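 active = mean replicate inhibition at least 50% and at least half of replicates individually reaching 50%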;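 note: exported cargo escapes ClpAP degradation while cytoplasmic cargo is degraded and loses fluorescence; 0% = median of neutral control wells and 100% = median of NaSCN control wells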
SUMO Mot1 rescue = yeast Mot1-301 growth rescue at high temperature, primary screen, SUMOylation pathway inhibitor project, S. cerevisiae, ATP luminescence, 38.5C. S. cerevisiae Mot1-301 growth rescue; percent above DMSO median, 100 means doubled. growth rescue, % at 18.8 µM. hit rate 1% among 320,000. AID 2716, 2010;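 active = every valid replicate shows activation above 250% relative to neutral control wells; inactive = the rest, any valid replicate at or below 250%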;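 note: OY570 slx delta 5 strain wells were the positive control but not used for scaling; some compounds called inactive have numbers as strong as hits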
DAGLB inhibitor = DAGLB lipase inhibitors, primary screen, biochemical, fluorescence, HTS | hit rate 0.059% among 340,000 | inhibition, % at 5.17 µM | HEK293T DAGLB membrane lysate, EnzChek fluorogenic substrate | AID 504411, 2011; in the data active = inhibition above about 34%;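 note: 0% = enzyme with vehicle and 100% = wells lacking enzyme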
Target sequence (Q8NCG7 whole entry, looked up): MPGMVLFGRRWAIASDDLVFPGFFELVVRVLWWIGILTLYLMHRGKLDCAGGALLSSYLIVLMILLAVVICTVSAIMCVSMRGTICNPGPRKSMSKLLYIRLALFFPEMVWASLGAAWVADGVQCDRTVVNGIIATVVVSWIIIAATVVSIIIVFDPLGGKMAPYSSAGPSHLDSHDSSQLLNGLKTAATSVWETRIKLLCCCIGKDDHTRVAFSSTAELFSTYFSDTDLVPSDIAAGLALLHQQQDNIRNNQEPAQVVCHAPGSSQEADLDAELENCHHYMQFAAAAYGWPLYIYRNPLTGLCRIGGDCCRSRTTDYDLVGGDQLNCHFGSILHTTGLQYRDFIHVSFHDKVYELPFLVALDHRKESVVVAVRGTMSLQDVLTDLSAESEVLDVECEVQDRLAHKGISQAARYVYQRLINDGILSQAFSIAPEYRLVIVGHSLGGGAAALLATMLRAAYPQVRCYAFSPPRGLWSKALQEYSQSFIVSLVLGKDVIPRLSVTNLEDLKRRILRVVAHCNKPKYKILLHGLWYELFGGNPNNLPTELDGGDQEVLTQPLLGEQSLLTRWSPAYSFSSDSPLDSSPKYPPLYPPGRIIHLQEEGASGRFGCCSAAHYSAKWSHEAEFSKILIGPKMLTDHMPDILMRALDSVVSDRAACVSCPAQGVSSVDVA
PKA-R1A act = activators of PKA-R1A holoenzyme, primary screen, biochemical, fluorescence polarization, Cy5-IP20, bovine R1A, mouse PKAc | cAMP-dependent protein kinase type I-alpha regulatory subunit (Bos taurus) + … | PKA-R1A dissociation; scaled: DMSO 0%, 113 µM cGMP 100% | activation, % at 11.4 µM | hit rate 0.083% among 340,000 | AID 504707, 2011;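 active = percent activation above the mean of all tested compounds plus 3 SD, cut at about 19% in these data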;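 note: higher means more PKAc released from R1A so a rise in polarization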
An asterisk follows results filed as active; . = no result given. Compounds were not picked by outcome, and some 2.3% of all compounds hit somewhere here.

item	SMILES	AddAB inh	HTR5A inv ctr	CDK5 p35 inh	E coli growth	PKA-R2B activ	phage Ecoli inh
1	CC(=O)N1CCSc2ccc(S(=O)(=O)Nc3ccccc3C)cc21	1.8	14	1.0	1.9	-2	2.4
2	O=C(Cc1ccc(F)cc1)N1CCN=C1SCc1cccc([N+](=O)[O-])c1	-0.2	1	-0.6	2.4	-3	1.1
3	CCOC(=O)C1=C(O)C(=O)N(CCCn2ccnc2)C1c1ccc(C)cc1 (stereo unspecified)	2.0	6	0.8	0.8	-4	1.8
4	COC(=O)c1cc(F)c(-n2cncn2)c(F)c1	1.8	-35	1.2	0.5	-10	1.9
5	Cc1ccc(S(=O)(=O)N2CCOC2CNC(=O)C(=O)NCc2ccc(Cl)cc2)cc1 (stereo unspecified)	0.9	-10	0.5	-2.6	2	1.4
6	CCOc1ccccc1CN1CCNC(=O)C1CC(=O)NCCN1CCOC1=O (stereo unspecified)	1.5	-5	-1.4	-2.6	0	1.9
7	CCCC(C)c1nc(C(N)=O)c2[nH]c(=O)n(-c3ccc(OC)cc3OC)c2n1 (stereo unspecified)	-0.9	-3	-1.6	-1.2	-6	.
8	CC(C)(C)C(=O)CN1C(=O)NC(C)(Cc2ccc3c(c2)OCO3)C1=O (stereo unspecified)	1.8	28	0.4	2.2	-6	1.2
9	O=S(=O)(c1ccc(Cl)cc1)N1CCCc2ccccc21	0.3	-10	0.5	0.4	-11	4.7
10	Oc1oc(-c2ccccc2)nc1C=Nc1cccc2ccccc12	-1.9	-3	0.1	-2.0	0	0.4

item	HTR5A ag	Tat export inh	SUMO Mot1 rescue	DAGLB inhibitor	PKA-R1A act
1	1	-3	31	-2	6
2	0	0	9	-1	4
3	-2	-9	27	-1	7
4	3	-6	-5	0	4
5	4	-4	50	-1	-11
6	1	-9	501*	1	-10
7	1	6	-12	4	0
8	-2	10	125	-1	6
9	10	-4	15	-14	-4
10	10	-9	-3	-5	0

(next part)
item	SMILES	AddAB inh	HTR5A inv ctr	CDK5 p35 inh	E coli growth	PKA-R2B activ	phage Ecoli inh
11	CCCCn1c2ccc(F)cc2c2nnc(SCCN3CCOCC3)nc21	.	-4	0.8	.	4	-0.1
12	COc1ccc(NC(=O)C2CCC(=O)N2S(=O)(=O)c2ccc(C)cc2)cc1Cl (stereo unspecified)	7.0	-16	1.9	-0.8	0	0.2
13	CN(CC(=O)Nc1cc(Cl)ccc1C#N)C1CCS(=O)(=O)C1 (stereo unspecified)	1.5	9	-5.6	2.6	-14	0.5
14	CSc1ccc(S(=O)(=O)Nc2ccccc2C(=O)N2CCOCC2)cc1	-0.5	4	1.3	0.2	-7	1.2
15	COCCN(C(=O)C1CC(=O)N(Cc2ccc(C)cc2)C1)c1c(N)n(CC(C)C)c(=O)[nH]c1=O (stereo unspecified)	1.5	1	-1.1	0.9	-15	2.2
16	CCNC(=O)N1C(CC(=O)OCC)C(=O)NC2CCCCC21 (stereo unspecified)	1.4	14	0.7	-3.1	-4	-0.5
17	CC(=O)Nc1ccc(S(=O)(=O)N(C)CC(=O)NNC(=O)c2cccs2)cc1	0.5	-5	0.0	1.6	7	0.5
18	CNC(=O)CSc1nnc(C(C)C)n1C	3.1	18	0.7	1.8	-20	2.8
19	N#Cc1c(NC(=O)CSc2nc(N)cc(=O)[nH]2)sc2c1CCCCCC2	-0.8	-9	-0.9	0.9	-4	3.0
20	O=C(/C=C/c1ccc(F)cc1)N1CCN(c2ccccn2)CC1	3.1	5	0.0	2.5	2	5.3

item	HTR5A ag	Tat export inh	SUMO Mot1 rescue	DAGLB inhibitor	PKA-R1A act
11	1	9	33	2	-3
12	-1	9	24	-1	-7
13	1	9	-13	1	-2
14	-2	7	3	-1	-7
15	0	-4	67	-1	1
16	-4	-4	22	1	3
17	2	0	-14	0	0
18	-7	-7	-7	-1	-6
19	10	-8	-22	2	-3
20	-2	-3	-1	-5	-11

Next records
item	SMILES	AddAB inh	HTR5A inv ctr	CDK5 p35 inh	E coli growth	PKA-R2B activ	phage Ecoli inh
21	O=C(CCN1CCN(CCO)CC1)Nc1cccc(Br)c1	1.4	-7	1.1	0.7	4	1.9
22	Cc1ccccc1CN1CCN(CCCc2ccccc2)C(CCO)C1 (stereo unspecified)	3.2	1	0.4	1.2	11	1.0
23	C[C@]12C(=O)N(c3cccc(F)c3)C(=O)N1[C@@H]1c3ccccc3OC[C@@H]1[C@H]2c1ccccc1	4.9	-13	0.6	0.0	-11	1.1
24	CCC(C)C(N)C1=NC(C(=O)N[C@@H](CC(C)C)C(=O)N[C@H](CCC(=O)[O-])C(=O)N[C@H](C(=O)N[C@H]2CCCCNC(=O)[C@H](CC(N)=O)NC(=O)[C@@H](CC(=O)[O-])NC(=O)[C@H](Cc3cnc[nH]3)NC(=O)[C@@H](Cc3ccccc3)NC(=O)[C@H]([C@@H](C)CC)NC(=O)[C@@H](CCCN)NC2=O)[C@@H](C)CC)CS1.[Zn+2] (stereo partly specified)	.	17	1.0	.	-12	.
25	CC(C)OC(=O)c1c(N)n(CCCN2CCOCC2)c2nc3ccccc3nc12	0.7	13	0.5	-1.6	-1	0.0
26	Cc1ccc(NC(=O)CN(C)S(=O)(=O)c2cccc3cccnc23)cc1	5.4	-15	0.8	-0.6	-5	3.0
27	COC(=O)c1cccc(NC(=O)CN2CCc3ccccc3C2)c1	1.6	-5	-0.8	0.9	5	-0.4
28	Cc1ccc(N2CC(C(=O)N3CCC4(CC3)CC(=O)c3ccccc3O4)CC2=O)cc1C (stereo unspecified)	0.9	-22	0.6	0.0	-12	7.5
29	COc1ccc(-n2nc3c(c2NC(=O)C24CC5CC(CC(C5)C2)C4)CS(=O)C3)cc1 (stereo unspecified)	0.7	-27	-0.3	-1.2	-10	4.5
30	COc1ccccc1CN1C(=NC(=O)CCC2CCCC2)SC2CS(=O)(=O)CC21 (stereo unspecified)	4.0	8	.	0.5	5	0.9

item	HTR5A ag	Tat export inh	SUMO Mot1 rescue	DAGLB inhibitor	PKA-R1A act
21	-4	-3	-15	-2	11
22	0	6	5	-4	-3
23	5	-1	-7	-10	-6
24	-5	54*	.	6	-3
25	1	0	.	2	-3
26	5	4	66	-2	0
27	1	3	11	-5	-5
28	7	-1	5	0	1
29	10	2	-9	-2	-11
30	-2	-2	34	1	-10

Continuation:
item	SMILES	AddAB inh	HTR5A inv ctr	CDK5 p35 inh	E coli growth	PKA-R2B activ	phage Ecoli inh
31	COc1ccc(CNCC(O)(c2ccc(Cl)cc2)c2ccc(Cl)cc2)cc1	1.7	-21	-3.5	0.3	-10	1.1
32	Cc1nc(-c2ccc(NC(=O)c3ccccc3C)cc2)cs1	2.6	-18	1.5	-2.0	2	2.7
33	CCOC(=O)C1C(=O)OC2(CCOC(C)(C)C2)C1C(=O)OCC (stereo unspecified)	0.2	-9	1.1	-3.6	-14	-1.7
34	Cc1ccc(C2CC(C(F)(F)F)n3nc(C(=O)NCc4c(C)nn(C)c4C)c(Cl)c3N2)cc1 (stereo unspecified)	1.5	-56	0.0	-3.9	-10	0.5
35	COc1ccc(OC)c(C(C)NC(=S)NC2CCCCC2)c1 (stereo unspecified)	.	-8	0.8	.	6	1.5
36	CSC1=N/C(=C\c2ccccc2Cl)C(=O)N1N(C)C	-0.6	4	0.4	1.3	-6	2.2
37	O=C(CSc1ccc(F)cc1)NCC1(N2CCOCC2)CCCCC1	-2.0	15	-2.2	-0.7	2	5.7
38	COc1ccc(-c2noc(CN(C)Cc3ccccc3)n2)c(OC)c1OC	.	2	6.4	.	-4	2.5
39	COc1ccc(NC(=O)c2ccc(-c3ccccc3Cl)o2)cc1	5.0	10	2.1	1.8	-7	2.9
40	CC1(C)CC(=O)C2=C(C1)OC(/N=C/N1CCCC1)=C(C#N)C2c1ccccc1 (stereo unspecified)	1.4	-15	2.7	2.3	6	3.0

item	HTR5A ag	Tat export inh	SUMO Mot1 rescue	DAGLB inhibitor	PKA-R1A act
31	8	7	-11	-18	4
32	7	3	0	0	-3
33	4	-2	-1	0	-9
34	14	-11	290	2	-10
35	4	-1	-11	-1	-2
36	3	-7	-7	-1	-2
37	5	-13	4	1	12
38	0	-7	-2	-14	-14
39	-2	-4	-10	-5	-11
40	0	2	-13	1	13

Next records follow:
item	SMILES	AddAB inh	HTR5A inv ctr	CDK5 p35 inh	E coli growth	PKA-R2B activ	phage Ecoli inh
41	CCCN1CCC(NC(=O)Nc2ccc(F)cc2F)CC1	0.3	-2	-0.1	1.8	-3	2.0
42	Cc1cc2c(sc3c(C)ccc(C)c32)c(C)n1	4.8	-7	-8.8	-1.8	-2	1.5
43	CCOC(=O)[C@H]1[C@H]2COc3ccc(C)cc3[C@@H]2N2C(=O)c3cc(F)c(F)cc3NC(=O)[C@@]12C	5.8	-7	-0.1	0.2	-19	2.6
44	COC(=O)CCCCCN1C(=O)NC(C2CC2)C(C(=O)OCc2ccccc2)=C1C (stereo unspecified)	0.8	-4	0.5	-0.2	2	0.8
45	Cc1nc(-c2ccc(F)cc2)c(CC(=O)N(C)CC(=O)Nc2ccc(F)cc2)s1	-0.4	1	2.3	-1.3	15	5.3
46	Cc1cc2nc(-c3ccc(SCC(=O)N4CCOCC4)nc3)[nH]c2cc1C	0.8	-13	1.7	2.5	2	1.6
47	COC(=O)CSc1nnc(CNC(=O)c2cc(OC)cc(OC)c2)n1-c1ccc(F)cc1	0.3	-4	-0.5	0.5	3	0.9

item	HTR5A ag	Tat export inh	SUMO Mot1 rescue	DAGLB inhibitor	PKA-R1A act
41	1	5	-19	2	-11
42	0	7	46	-14	-3
43	-4	7	11	-5	-16
44	2	3	147	1	-3
45	0	-2	110	-1	-1
46	1	7	-11	5	2
47	1	-3	1	-3	-16

Full records, quoted from the list:
Cc1cc2nc(-c3ccc(SCC(=O)N4CCOCC4)nc3)[nH]c2cc1C across the screens: AddAB inh: 0.8; HTR5A inv ctr: -13; CDK5 p35 inh: 1.7; E coli growth: 2.5; PKA-R2B activ: 2; phage Ecoli inh: 1.6; HTR5A ag: 1; Tat export inh: 7; SUMO Mot1 rescue: -11; DAGLB inhibitor: 5; PKA-R1A act: 2
Cc1cc2c(sc3c(C)ccc(C)c32)c(C)n1 across the screens: AddAB inh: 4.8; HTR5A inv ctr: -7; CDK5 p35 inh: -8.8; E coli growth: -1.8; PKA-R2B activ: -2; phage Ecoli inh: 1.5; HTR5A ag: 0; Tat export inh: 7; SUMO Mot1 rescue: 46; DAGLB inhibitor: -14; PKA-R1A act: -3
